SRC1 TRFRET art = flags TR-FRET format artefacts in PPARgamma SRC-1 recruitment agonist screen; TR-FRET ratio at 8 µM; TR-FRET detection artefact counter-screen, emission ratio; active compounds read high; hit rate 0.34% among 99,000; AID 1051; in the data active = TR-FRET ratio above about 2300; also: inactives centre near 1800; reference of the scale not given here
SRC3 TRFRET art = counter-screen for PPARgamma SRC-3 recruitment agonists: TR-FRET artefact | PPARgamma/SRC-3 format; active compounds read high | TR-FRET ratio at 8 µM | hit rate 0.39% among 99,000; in the data active = TR-FRET ratio above about 2000; also: inactives centre near 1600; reference of the scale not given here
An asterisk follows results filed as active. Only part of the results is shown; count on the stated rates, not on these rows.

SMILES	SRC1 TRFRET art	SRC3 TRFRET art
CCc1ccccc1NC(=O)CCC(=O)OCC(=O)c1ccc(-c2ccccc2)cc1	2121	1699
COc1ccc(Cl)cc1NC(=O)CSc1nc(C)cc(C)n1	1810	1566
NS(=O)(=O)c1ccc(CNC(=S)NC2CCCC2)cc1	1611	1559
CC(C)NC(=O)c1ccccc1NC(=O)/C=C/c1cccc([N+](=O)[O-])c1	1937	1735
O=C(COC(=O)Cc1ccccc1[N+](=O)[O-])NC1CCCC1	2136	1487
CC(=O)N(C)c1ccc(NC(=O)COc2ccc(Br)cc2C)cc1	1676	1539
O=C(CC1(O)C(=O)N(CCc2ccccc2)c2ccccc21)c1ccccn1 (centres undefined)	1711	1581
COc1ccc(C(CNC(=O)Cc2ccccc2F)N2CCCCC2)cc1 (centres undefined)	1880	1799
COc1ccc(C2C(C#N)=C(SC)NC3=C2C(=O)CC(C)(C)C3)cc1 (centres undefined)	1814	1534
O=C(/C=C/c1ccc(S(=O)(=O)N2CCOCC2)cc1)NCc1ccccc1	2012	1744
COc1cccc(C(c2sc3nc(C)nn3c2O)N2CCN(c3ccccc3F)CC2)c1 (centres undefined)	1613	1543
CCOC(=O)C1CCN(C(=O)c2ccccc2NS(=O)(=O)c2cc(C)ccc2C)CC1	1664	1361
OC(c1nnc(-c2ccccc2)o1)c1cccs1 (centres undefined)	1705	1510
c1ccc(-c2csc(NC3=NCCCCC3)n2)cc1	1728	1829
CC(Sc1ccccc1)C(=O)N(CCC#N)Cc1cccnc1 (centres undefined)	2052	1543
CCOC(=O)C1(CCCc2ccccc2)CCN(C(=O)CCc2cnccn2)CC1	1686	1706
Cc1cc(C)cc(NC(=O)C2CCN(c3nc(C)cc(C)n3)CC2)c1	1902	1616
CCCS(=O)(=O)N1CCN(C2CCC(C)CC2)CC1 (centres undefined)	1736	1482
COc1ccc(Nc2nc(-c3ccc4c(c3)NC(=O)CO4)cs2)cc1	1744	1435
Cc1ccc(/C=N/NC(=S)N2CCOCC2)cc1	1966	1684
CCOC(=O)c1ccccc1NC(=S)N1CC(C)CC(C)C1 (centres undefined)	2035	1651
CC1CCN(CC(=O)Nc2cccc(Cl)c2)CC1	1743	1517
COC(=O)c1c(NC(=O)CCCC(=O)O)sc(C)c1C	1788	1345
CCCCN1CC(O)=C(c2nc3ccccc3s2)C1=N	1614	1388
COc1cc2[nH]c(=S)nc(NC3CCCC3)c2cc1OC	1518	1426

Next records.
SMILES	SRC1 TRFRET art	SRC3 TRFRET art
CNc1ccccc1C(=O)OCC(=O)c1ccc(F)cc1	1900	1498
COC(=O)c1ccc(CNC(=O)COC(=O)C2CC3C=CC2C3)cc1 (centres undefined)	1589	1522
COc1ccc(-c2csc(N=C(N)N)n2)cc1	2169	1913
Cc1ccc(-c2ccnc3nc(-n4cccc4)nn23)o1	1967	1661
Cc1ccc(/C=C/C(=O)c2ccccc(=O)c2O)c(C)c1	2046	1647
COc1ccc(NC(=O)CSc2ccc(NC(C)=O)cc2)cc1S(=O)(=O)N1CCCCC1	1812	1556
CCC(C(=O)OCC(=O)c1ccc2c(c1)NC(=O)CO2)c1ccccc1 (centres undefined)	2013	1403
Cc1ccc(NC(=O)CN(C)CC(=O)Nc2cccc(F)c2)cc1S(=O)(=O)N1CCCCCC1	1783	1430
Cc1ccc(CCNC(=O)CNC(=O)c2cccs2)cc1	2119	1669
C#CCOCCOCCOCCNc1nc(N2CCOCC2)nc(N2CCN(C(=O)Cn3cc(CC(C)O)nn3)CC2)n1 (centres undefined)	1641	1629
COC(=O)c1sc(N2C(=O)C(=O)/C(=C(/O)c3ccccc3)C2c2ccco2)nc1C (centres undefined)	2229	1756
OCCC1CN(Cc2nc(-c3ccccc3)cs2)CCN1CCc1ccccc1 (centres undefined)	1667	1398
Cn1nnnc1SCC(=O)Nc1nc2ccccc2s1	1621	1463
COC(=O)c1ccc(/C=N/Nc2nc(-c3ccc(Cl)cc3Cl)cs2)cc1	1689	1346
COCCCn1c(C)csc1=Nc1cccnc1	1927	1543
CCOC(=O)c1cnc2nc[nH]n2c1=O	1652	1433
Cc1ccc(C(=O)c2ccccc2C(=O)OCC(=O)NCCc2ccc(Cl)cc2Cl)cc1	1851	1823
CCCCN1C(=O)/C(=C/C=C2\SCCN2C)SC1=S	1783	1656
Cc1ccc2c(c1)-c1c(cnn1CC(=O)N1CCCN(Cc3ccccc3F)C1)CO2	2038	1799
O=C(CN1CCN(C(c2ccccc2)c2ccccc2)CC1)NCc1ccccc1	1622	1552
O=C(Nn1cnnc1)c1ccc([N+](=O)[O-])cc1	1810	1416
CCOc1ccccc1NC(=S)NCCCn1ccnc1	1807	1383
CC(=O)Nc1ccc(NC(=O)c2sc3nc4n(c(=O)c3c2C)CCCCC4)cc1	1714	1655
CSCC(=O)N1CCCC(CNC(=O)c2ccccc2Cl)C1 (centres undefined)	1539	1527
O=C(Nc1ccc(F)cc1)N1CCc2ccccc2C1	1588	1317

By substructure: the compounds so far with a furan ring, fused or not
SMILES	SRC1 TRFRET art	SRC3 TRFRET art
Cc1ccc(-c2ccnc3nc(-n4cccc4)nn23)o1	1967	1661
COC(=O)c1sc(N2C(=O)C(=O)/C(=C(/O)c3ccccc3)C2c2ccco2)nc1C (centres undefined)	2229	1756

Next records.
SMILES	SRC1 TRFRET art	SRC3 TRFRET art
Fc1ccccc1NC(=S)Nc1ccc(Br)cc1	1672	1552
Cn1cc(C(=O)c2cccc(Cl)c2)cc1/C=N\O	1700	1449
Cc1ccc(C(=O)Nc2cccc([N+](=O)[O-])c2)cc1S(=O)(=O)Nc1ccc(NC(=O)c2ccccc2)cc1	1694	1495
COCc1nnc(NC(=O)c2cc(OC)c(OC)cc2[N+](=O)[O-])s1	1848	1420
NC(=O)Nc1ccc(C(=O)OCC(=O)Nc2ccc([N+](=O)[O-])cc2C(F)(F)F)cc1	1855	1266
Cc1cccc(NC(=O)C(=O)NCC2CCCO2)c1 (centres undefined)	1556	1372
O=C(OCc1ccc(Br)cc1)c1cccc(-c2nnc(-c3ccccc3)o2)c1	2039	1392
CCOc1ccc(CNC(=O)c2ccc(Sc3ccc(C)cc3)c(NC(C)=O)c2)cc1OC	1806	1737
Cc1cc(C(=O)CSc2nc(N)cc(=O)[nH]2)c(C)n1-c1ccc(OC(F)F)cc1	1701	1673
Cc1nc2c(=O)oc3ccccc3c2n1-c1ccccc1	1715	1449
CCOP(=O)(OCC)C(Nc1ccccn1)c1ccccc1 (centres undefined)	1834	1436
CN(C)/N=C/c1cc(Cl)cc([N+](=O)[O-])c1O	1642	1579
COc1ccc(-n2c(=O)c3ccccc3n(CC(=O)NCc3ccco3)c2=O)cc1	1693	1504
Cc1ccc(/C=N/c2sc3c(c2C(N)=O)CCCC3)o1	1599	1610
C/C(=N\NC(=O)c1ccc(CSc2nncn2C)cc1)c1ccc(Cl)cc1	2001	1770
Cc1ccc(CN=c2c([N+](=O)[O-])nn(-c3ccc4c(c3)OCCO4)n2O)cc1	1754	1546
COc1ccc(Br)cc1S(=O)(=O)NCCCN1CCOCC1	1858	1411
S=C(NCc1ccco1)N/N=C/c1ccccc1Cl	1789	1569
Cn1cc(/C=N/NC(=O)COc2ccccc2[N+](=O)[O-])c2ccccc21	2166	1582
CCCNC(=O)c1c(O)c2c([nH]c1=O)CCCC2	1802	1377
CC(C)c1ccc(S(=O)(=O)c2cc3cc(Br)ccc3oc2=O)cc1	1684	1525
COc1c(C)cc(C(=O)C2CCCN(Cc3ccc(Oc4ncccn4)cc3)C2)cc1C (centres undefined)	1865	1525
COc1ccc(S(=O)(=O)CCC(=O)Nc2cc(C)ccc2OC)cc1	1525	1599
CCOc1ccc(-c2cn(-c3ccc(OC)cc3)c(SC)n2)cc1	1831	1634
Cc1nc2c([nH]c3ccccc32)c(=O)n1N	1749	1331

(continued)
SMILES	SRC1 TRFRET art	SRC3 TRFRET art
O=C(CCN1C(=O)c2ccccc2C1=O)NC(=S)Nc1ccccc1Cl	2128	1662
CCOC(=O)NN1C(=O)c2ccccc2NC1c1cccc(O)c1 (centres undefined)	1862	1642
CCOc1ncccc1C(=O)N1CCN(C(=O)c2ccccc2)CC1	1787	1550
CSc1ccc(C(=O)C2CCCN(C(=O)c3csc(C(C)=O)c3)C2)cc1 (centres undefined)	1442	1355
O=C(NC1CC1)C1CCN(C2CCN(C(=O)Cc3ccc(F)cc3)CC2)CC1	1634	1470
COc1ccc(C2CC(c3cccs3)=NN2C(=O)CSc2nc3ccccc3s2)cc1 (centres undefined)	1836	1575
Cc1ccc(C(=O)/C=C/c2ccccc2[N+](=O)[O-])cc1	2047	1667
COc1ccc(OCCOC(=O)c2[nH]c(C)c(C(C)=O)c2C)cc1	1540	1541
N#Cc1ccccc1S(=O)c1ccccc1C(=O)Nc1ccccc1 (centres undefined)	1953	1565
COc1ccc(OCc2cc(-c3ccc(Cl)cc3)no2)cc1	1601	1548
CC(CCc1ccccc1)NC(=O)c1ccc(NC(=O)c2ccccc2)cc1 (centres undefined)	2220	1818
Cc1cc(NC(=O)CCCN2C(=O)c3cccc4cccc(c34)C2=O)no1	1692	1598
CCN(CC)CCCNC(=O)CSc1c2c(nc3cc(Cl)ccc13)CCCC2	2550*	2400*
Cc1cc(C)c(C)c(OCCCN(C)C)c1	1618	1464
O=C(N/N=C/CCc1ccccc1)C1CCCCC1	1682	1612
COC(=O)CC1C(=O)NCCN1C(=S)Nc1cccc(C(F)(F)F)c1 (centres undefined)	2034	1701
O=C(NCC1CCCO1)C(=O)N/N=C/c1ccccc1C(=O)O (centres undefined)	1706	1608
CCN(CCn1cccn1)Cc1cn[nH]c1-c1ccc(OC)cc1F	1862	1630
CC(C)COP(=O)(OCC(C)C)C(O)c1ccc(F)cc1 (centres undefined)	2299	1783
Cc1ccc(S(=O)(=O)NC(=O)NCc2ccc(F)cc2)cc1	1721	1439
NS(=O)(=O)c1ccc(CCNC(=O)c2ccc3c(c2)OCCO3)cc1	1669	1842
COC(=O)c1sccc1NC(=S)Nc1ccc(OC)cc1	2005	1782
CCCc1cc(C(=O)NNC(=S)NCC2CCCO2)cs1 (centres undefined)	1777	1614
N#Cc1c2n(c3c(=O)n(CC(=O)c4ccc([N+](=O)[O-])cc4)cnc13)CCCCC2	1879	1651
COC(=O)c1sc(-c2ccccc2)cc1NC(=O)c1ccccc1	1813	1426

Grouped by structure: the entries above with an NH in an aromatic ring
SMILES	SRC1 TRFRET art	SRC3 TRFRET art
COc1cc2[nH]c(=S)nc(NC3CCCC3)c2cc1OC	1518	1426
CCOC(=O)c1cnc2nc[nH]n2c1=O	1652	1433
Cc1cc(C(=O)CSc2nc(N)cc(=O)[nH]2)c(C)n1-c1ccc(OC(F)F)cc1	1701	1673
CCCNC(=O)c1c(O)c2c([nH]c1=O)CCCC2	1802	1377
Cc1nc2c([nH]c3ccccc32)c(=O)n1N	1749	1331
COc1ccc(OCCOC(=O)c2[nH]c(C)c(C(C)=O)c2C)cc1	1540	1541
CCN(CCn1cccn1)Cc1cn[nH]c1-c1ccc(OC)cc1F	1862	1630

Additional results.
SMILES	SRC1 TRFRET art	SRC3 TRFRET art
Cc1cc(C(=O)CSc2ccc3c(c2)OCCO3)c(C)n1C1CC1	1926	1680
O=C(O)c1ccccc1SCc1cn2cc(Br)ccc2n1	1830	1776
CC(=O)Nc1ccc(NC(=O)C2CCCN(C(=O)c3ccc(Cl)cc3)C2)cc1 (centres undefined)	1932	1488
C=CCOC(=O)C1=C[C@H](c2ccc(Br)cc2)[C@@H](CCCO)[C@H](OCC)O1	1738	1683
C/C(=N\N=C1\NC(=O)C(CC(=O)Nc2ccc(C)c(Cl)c2)S1)C(C)(C)C (centres undefined)	1376	1481
CCCN(CC1CC1)C(=S)Nc1ccccc1F	1831	1454
Cc1cccc(N=Nc2c(C)[nH]n(C(N)=S)c2=O)c1C	2114	1611
CCOc1ccc(C(C)=O)cc1CSc1nc(C)cc(C)n1	1723	1773
COc1ccccc1CN(C)CC(=O)Nc1ccc(Cl)cc1C(F)(F)F	1722	1499
CCOC(=O)c1c(NC(=O)CSc2n[nH]c(N)n2)sc(CC)c1C	1863	1807
CC(C)C(=O)NC(=S)Nc1ccc(S(=O)(=O)N(C)C)cc1	1915	1629
O=C(O)c1ccc(-n2c(=O)c3ccccc3c3ccccc3c2=O)cc1	1924	1615
CSc1cccc(NC(=S)N2CCC(N(C)C3CCCC3)CC2)c1	1955	1401
Fc1ccc(CSc2ccc3nnc(-c4cccnc4)n3n2)cc1	1579	1714
Cc1nc2ccccc2n1C(=O)N(C)C	1747	1666
CN(C)CC/C=C1/c2cc(F)ccc2CSc2ccc(F)cc21	1621	1629
Cc1ccc(S(=O)(=O)NNC(=O)C(O)(c2ccccc2C)c2ccccc2C)cc1	1645	1534
C/C=C/C(=O)OCC(=O)Nc1ccccc1Br	1472	1593
CCOc1ccccc1NC(=O)Cn1nnc(C(=O)NCCc2ccc(OC)c(OC)c2)c1N	1855	1757
O=C(NC1CCCC1)C(c1ccccc1)N(Cc1cccnc1)C(=O)Cc1cccs1 (centres undefined)	1660	1403
Cc1cccc(/C=N/N2CCN(c3ccccc3)CC2)c1	1685	1689
COc1c(C)cc(C(=O)C2CCCN(Cc3cnc(N4CCOCC4)s3)C2)cc1C (centres undefined)	1772	1427
O=C(NC(=S)Nc1cccnc1)c1cccs1	1767	1809
CS(=O)(=O)N(CCC#N)Cc1ccco1	1956	1770
CCC1CCCCN1C(=O)c1sc2ncnc(N(CC)CC)c2c1C (centres undefined)	1964	1655
CCn1c(SCC(=O)N2CCCC2)nc2ccccc21	1596	1644
COc1ccc(-c2nc(=S)[nH][nH]2)cc1OC	1651	1530

3 entries from above in a different format:
> CC(C)C(=O)NC(=S)Nc1ccc(S(=O)(=O)N(C)C)cc1
  SRC1 TRFRET art: 1915
  SRC3 TRFRET art: 1629
> Cc1nc2ccccc2n1C(=O)N(C)C
  SRC1 TRFRET art: 1747
  SRC3 TRFRET art: 1666
> C/C=C/C(=O)OCC(=O)Nc1ccccc1Br
  SRC1 TRFRET art: 1472
  SRC3 TRFRET art: 1593
